Assay outcomes from PubChem BioAssay.
RMI FANCM FP – RMI-FANCM interaction inhibition. Fluorescence polarization, RMI core complex with F-MM2 peptide; hits give low values. FP signal (polarization) at 33 µM. actives 0.58% (n = 70,000); in the data active = FP signal below about 40; note: inactives centre near 61; strong numbers were not always called active; unit not given here
* = called active by the depositor; & = joins results of further samples. Not all compounds are listed (hit frequency here may not be typical).

SMILES | RMI FANCM FP
CCOC(=O)/C(C#N)=C/Nc1ccc2c(c1)OCO2 | 56
NS(=O)(=O)c1ccc(-n2ncc3c(=O)[nH]c(SCC(=O)N4N=C(c5cccs5)CC4c4ccc(F)cc4)nc32)cc1 (stereo not drawn) | 70
COc1ccc(-n2nnnc2-c2ccccn2)cc1 | 61
CCSc1ccccc1C(=O)Nc1sc(-c2ccccc2)cc1C(N)=O | 100
Cc1cc(NC(=O)c2ccc(OC(C)C)cc2)n(-c2ccccc2)n1 | 67
O=C(Nc1nccs1)c1cccc(-n2cnnn2)c1 | 65
CC(C)(C)NC(=S)N/N=C\c1ccccc1O | 47
O=C(Cc1cccs1)Nc1nnc(SCc2ccc([N+](=O)[O-])cc2)s1 | 55
O=C(NCCN1CCN(c2ccccc2)CC1)C(=O)NCc1cccs1 | 64
CC1=CC(C)=NC1=Cc1c(O)[nH]c(=O)[nH]c1=O | 59
Cc1ccc(NC(=O)Cn2nc(-c3ccccc3)c3sc(N4CCCC4)nc3c2=O)cc1Cl | 66
Cc1ccc(NC(=O)CN2CCC(C(=O)Nc3ccc(C(F)(F)F)cc3)CC2)cc1 | 56
CC1CN(c2ncnc3c2cnn3CCNC(=O)c2cccs2)CC(C)O1 (stereo not drawn) | 66
FC(F)(F)c1cnc(CSc2nnc(SCC3CC3)s2)c(Cl)c1 | 65
O=C(Nc1ccc(F)c(F)c1)N1CCN(c2ccc(-c3cccs3)nn2)CC1 | 69
O=C(C=C(O)c1ccccc1)C(=O)C=C(O)c1ccccc1 | 58
O=C(Nc1ncc(Cc2ccccc2F)s1)C1CC1 | 59
Cc1ccnc(-n2c(=S)[nH]c3sc(C)c(C)c3c2=O)c1 | 56
COc1ccccc1C1CC(c2c(C)nc3ccc(Cl)cc3c2-c2ccccc2)=NN1C(=O)CCC(=O)O (stereo not drawn) | 64
O=C(NCc1ccc2[nH]c3c(c2c1)CCCC3)C12CC3CC(CC(C3)C1)C2 | 51
CCOCCn1ccc2c(OCC(=O)Nc3ccc(F)cc3)cccc2c1=O | 55
Cc1ccc(NC(=O)Cn2nc3ccc(SC(C)(C)C)nn3c2=O)c(Cl)c1 | 66
OC(CN1CCc2ccccc2C1)CN1c2ccccc2Sc2ccccc21 (stereo not drawn) | 63&62
O=C(COc1ccccc1F)Nc1ccc2c(c1)CCC(=O)N2Cc1ccccc1 | 54
COc1ccc(/C=C/c2nc3ccccc3s2)cc1OC | 56
SMILES | RMI FANCM FP
O=C(OCN1C(=O)c2ccccc2C1=O)c1ccc(Cl)cc1 | 68
CC(=O)Nc1ccc(S(=O)(=O)N2CCN(C(=O)C3COc4ccccc4O3)CC2)cc1 (stereo not drawn) | 58
CNC(=O)C1Cc2ccccc2N1C(=O)/C=C\c1cc(OC)c(OC)c(OC)c1 (stereo not drawn) | 54
C=CCn1c(=NC(=O)CN2C(=O)c3ccccc3C2=O)sc2c(C)cc(C)cc21 | 70
CCOC(=O)c1c(NC(=O)CN2CC(C)OC(C)C2)sc(Br)c1-c1ccc(C)cc1 (stereo not drawn) | 61
CCOC(=O)C1=C(N)OC2=C(C(=O)CC(C)(C)C2)C1C1CCCCC1 (stereo not drawn) | 60
Cc1ccc(CC(=O)Nc2nnc(-c3ccc(Br)s3)o2)cc1 | 70
CCOc1ccc(-n2nnc3c(N4CCN(C(=O)/C=C\c5ccc([N+](=O)[O-])cc5)CC4)ncnc32)cc1 | 55
O=C(NCCc1ccc(Cl)cc1)c1cccs1 | 54
COc1cccc(CNC(=O)Cn2c(C)cc(C)c(-c3nc(-c4ccc(Cl)cc4)no3)c2=O)c1 | 88
CC(C)(C)C(=O)O/N=C(\N)c1c(Cl)cccc1Cl | 60
Cc1ccc(-c2c(C)nn3c(NC(C)C)cc(C)nc23)cc1 | 57
CCC1CCCCN1C(=O)CSCC(=O)Nc1nc(-c2cccs2)cs1 (stereo not drawn) | 62
COc1ccc(S(=O)(=O)N2CCC(c3nc(-c4ccc(OC)cc4OC)no3)CC2)cc1 | 71
Clc1cc2c(c3ncccc13)OCN(CCCN1CCOCC1)C2 | 58
O=C(Nc1nc(-c2cc(Cl)sc2Cl)cs1)C1COc2ccccc2O1 (stereo not drawn) | 58
CC(C)c1ccc(NC(=O)CCCn2nc(-c3ccc(F)cc3)ccc2=O)cc1 | 73
COc1ccc(Cl)cc1C(=O)Nc1c2c(nn1-c1cccc(C)c1C)CSC2 | 78
O=C(NCC(=O)N1CCOC(c2ccccc2)C1)C(=O)NCc1ccc(F)cc1 (stereo not drawn) | 73
O=C(CN1CCN(Cc2nc(-c3ccco3)cs2)CC1)NCc1ccco1 | 52
O=C(Cc1cccs1)N1CCN(c2ccc(-c3ccc(Cl)cc3)nn2)CC1 | 76
COc1ccc(N2C(=O)C3ON(c4ccc(Br)cc4)C(c4cccnc4)C3C2=O)cc1 (stereo not drawn) | 62
CCNS(=O)(=O)c1ccc(OC)c(C(=O)NC2CC(C)(C)NC(C)(C)C2)c1 | 60
C#CCn1c(-c2ccc(N(C)C)cc2)nc2ccccc21 | 55
O=C(Cc1ccc(Cl)cc1)NCC1CCN(C2CCCC2)CC1 | 79
SMILES | RMI FANCM FP
NNC(=O)Cn1c(-c2ccccc2)cc(=O)n2ncnc12 | 55
O=C(Nc1nc(CN2CCc3ccccc3C2)cs1)C1CC1 | 64
COc1ccccc1C(=O)n1nc(C)c(Sc2nnc(C(F)(F)F)n2C)c1C | 58
COc1ccc(CC(=O)NNC(=O)c2ccc(=O)n(Cc3ccccc3)c2)cc1 | 62
OC(COc1ccc(C(F)(F)F)cn1)CSc1ccc(C(F)(F)F)cn1 (stereo not drawn) | 55
Cc1ccc(-n2c(=O)c3ccccc3c3ccccc3c2=O)cc1F | 62
Cc1cc(NC(=O)COc2ccccc2C)n(-c2nc3ccccc3s2)n1 | 70
COc1ccccc1OCC(O)CNC(C)(C)C (stereo not drawn) | 71
O=C1NC(=O)C(c2ccccc2[N+](=O)[O-])=C1Nc1ccc(O)c(Cl)c1 | 59
C(=N/Nc1ccccc1)/c1cccnc1 | 54
Cc1nnsc1C(=O)NC(C)c1ccccc1 (stereo not drawn) | 55
Cn1cccc1C(CNC(=O)C(=O)NCCN1CCOCC1)N1CCCC1 (stereo not drawn) | 64
CSc1ccc(-c2nnc(NC(=O)c3ccc([N+](=O)[O-])s3)o2)cc1 | 50
COC(=O)c1c(NC(=O)c2ccno2)sc2c1CCN(Cc1ccccc1)C2 | 112
C=CCN1C(=O)C(C)(C)COc2ccc(NS(=O)(=O)c3ccc(Cl)cc3)cc21 | 67
CNC(=O)NNc1nccc(-c2cccnc2)n1 | 57
COc1ccc(CNC(=O)c2ccc3c(=O)nc4c(-c5ccccc5)n[nH]n4c3c2)cc1 | 69
Cc1cccc(N=C(N)N=C(N)N)c1C | 61&61
COc1cc(Cl)c(S(=O)(=O)N2CCc3ccccc3C2)cc1Cl | 64
C=C(C)CN1CCN(C(=O)CCCN(C)S(=O)(=O)c2ccc3c(c2)C(=O)c2ccccc2C3=O)CC1 | 57
O=C(CN1CCCCCC1)Nc1ccccc1Cl | 55
O=C(O)/C=C/C(=O)N1CCCN(c2ncccc2C(F)(F)F)CC1 | 53
CC1CN(CN2C(=O)c3ccccc3C2=O)CC(C)O1 (stereo not drawn) | 54
CC(C)C(=O)N1CCCc2ccc(NC(=O)Cc3ccc(Cl)cc3)cc21 | 66
Cc1cc(C)c(NC(=O)CSc2nnc(NC(=O)c3cccc([N+](=O)[O-])c3C)s2)c(C)c1 | 59

Part of the list above, set out differently.
| molecule | RMI FANCM FP |
| --- | --- |
| CNC(=O)NNc1nccc(-c2cccnc2)n1 | 57 |
| COc1ccc(CNC(=O)c2ccc3c(=O)nc4c(-c5ccccc5)n[nH]n4c3c2)cc1 | 69 |
| Cc1cccc(N=C(N)N=C(N)N)c1C | 61&61 |

(list continues)
SMILES | RMI FANCM FP
Cc1cc([N+](=O)[O-])c[nH]c1=O | 56
CCOc1cccc2sc(N(Cc3ccccn3)C(=O)CS(=O)(=O)c3ccc(OC)cc3)nc12 | 57
COc1ccc(OS(=O)(=O)c2cc(OC)ccc2OC)cc1 | 54
Cc1nc2sc(C)c(C)n2c(=O)c1NC(=O)c1ccc(F)cc1 | 67
O=C(Nc1ccc(Cl)cc1)N1CCCC(c2nnc(-c3cccs3)o2)C1 (stereo not drawn) | 62
CCN1CCN(C(=O)N(C/C=C/c2ccccc2)S(=O)(=O)c2ccc(C)cc2)CC1 | 56
Cc1ccc2c(c1)C(=NCCCN=C1C(=O)Nc3ccc(C)cc31)C(=O)N2 | 53
O=C1CC2(CCN(C(=O)c3ccc(Br)o3)CC2)Oc2ccccc21 | 53
O=C(Cc1ccc(Cl)cc1)Nc1ccc2c(c1)C(=O)Nc1ccccc1O2 | 59
Cc1cc(C)n(CCC(=O)NCc2cccnc2)n1 | 59
Cc1ccc2oc3nc(N)c(C#N)cc3c(=O)c2c1 | 5*
N/C(=N/OS(=O)(=O)c1ccc(Cl)cc1)c1ccc(C(F)(F)F)cc1 | 51
CSc1nc2ccc(NC(=O)C(=S)NC(=O)c3ccc(F)cc3)cc2s1 | 57
COc1ccc(C(=O)CSc2n[nH]c(=O)n2C2Cc3ccccc3C2)cc1 | 58
CC(=O)N1CCc2ccc(NS(=O)(=O)Cc3ccccc3Cl)cc21 | 67
COC(=O)c1sccc1N=CC1=C(O)CC(c2cccs2)CC1=O (stereo not drawn) | 57
O=C(/C=C/c1cccc([N+](=O)[O-])c1)Nc1cccc(Br)c1 | 97
COc1ccc(CSc2nnc(CSc3cccs3)n2C)cc1 | 55
O=C(Nc1ccc2scnc2c1)c1cccc([N+](=O)[O-])c1 | 54
CCOc1ccc(-c2nc(COC(=O)c3nnn(-c4cc(C)cc(C)c4)c3C)c(C)o2)cc1OC | 75
O=C(C1CC1)N1CCN=C1SCc1cccc(Cl)c1 | 62
CC(C)(C)c1csc(=S)n1CCc1ccccn1 | 53
CCn1nc(C)cc1C(=O)N(CCCN(C)C)c1nc2c(OC)ccc(Cl)c2s1 | 87
COC(=O)c1ccc(NC(=O)CN2CCN(Cc3nc(-c4ccco4)cs3)CC2)cc1 | 59
O=C(NCc1ccccn1)C(=O)c1cn(CC(=O)N2CCOCC2)c2ccccc12 | 59

Continued, starting with the last seven of the part before.
SMILES | RMI FANCM FP
O=C(Nc1ccc2scnc2c1)c1cccc([N+](=O)[O-])c1 | 54
CCOc1ccc(-c2nc(COC(=O)c3nnn(-c4cc(C)cc(C)c4)c3C)c(C)o2)cc1OC | 75
O=C(C1CC1)N1CCN=C1SCc1cccc(Cl)c1 | 62
CC(C)(C)c1csc(=S)n1CCc1ccccn1 | 53
CCn1nc(C)cc1C(=O)N(CCCN(C)C)c1nc2c(OC)ccc(Cl)c2s1 | 87
COC(=O)c1ccc(NC(=O)CN2CCN(Cc3nc(-c4ccco4)cs3)CC2)cc1 | 59
O=C(NCc1ccccn1)C(=O)c1cn(CC(=O)N2CCOCC2)c2ccccc12 | 59
COc1ccc(C(=O)NCCCc2ccc(N(C)C)cc2)cc1 | 70
O=C(c1ccno1)N(CCCN1CCOCC1)c1nc2ccc(F)cc2s1 | 70
CC(C)(C)C1=N/C(=C\c2ccccc2[N+](=O)[O-])C(=O)O1 | 61
Cc1cc(NC(=O)c2cc(Cl)sc2Cl)n(-c2nc3ccccc3s2)n1 | 62
CSc1nc(N)nc(COc2ccccc2Cl)n1 | 55
CSc1cccc(-n2nnc(C(=O)OCc3nc(-c4cccc(Cl)c4)oc3C)c2C)c1 | 67
O=C(OCc1nc2ccccc2s1)c1ccc(Br)s1 | 112
CCOc1ccc(S(=O)(=O)Nc2cc(Cl)c(O)c3ccccc23)cc1 | 62
CCOC(=O)c1nc(COc2ccccc2Cl)[nH]c(=O)c1C | 51
COc1ccc(/C=C\C(=O)NCc2cc(-c3cccs3)on2)cc1OC | 71
CCOC(=O)C1CCCN(c2nc3c(S(=O)(=O)c4ccc(C(C)C)cc4)nnn3c3ccccc23)C1 (stereo not drawn) | 57
Cc1ccc(-c2nnc(NC(=O)c3ccc(Br)s3)o2)c(C)c1 | 56
O=C(O)CC1CSc2nc3c(cnn3-c3cccc(Cl)c3)c(=O)n21 (stereo not drawn) | 69
COc1cccc(S(=O)(=O)Nc2cccnc2)c1 | 57
O=C(Nc1nnc(-c2ccc(Br)o2)o1)c1ccc(F)cc1F | 75
Cn1c(=O)c2c(ncn2C)n(C)c1=O | 57&64
CCOc1ccccc1NC(=O)CSc1ccc2nnc(-c3cccc(F)c3)n2n1 | 59
CC(=O)c1c(C)oc2c1c1c(c3ccccc32)OCN(C2CCS(=O)(=O)C2)C1 (stereo not drawn) | 41
Cc1ccc(Cl)cc1N1CCN(C(=O)CCn2cnc3c([nH]c4ccc(F)cc43)c2=O)CC1 | 63
O=C(CSc1nc(-c2ccccc2)cc(=O)[nH]1)NCc1ccccc1Cl | 54
Cc1nn(-c2ccccc2)c(NCCO)c1[N+](=O)[O-] | 54
COc1ccc(C(=O)Nc2cc(C)nn2C)cc1 | 66
COc1ccccc1C(=O)NCCNC(=O)c1ccc(NC(=O)c2ccc(F)cc2)cc1 | 92
Cn1c(=O)c2cc(C(=O)NCCC(c3ccccc3)c3ccccc3)sc2n(C)c1=O | 62
COc1cc2c(cc1OC)CN(S(=O)(=O)c1ccc(C(C)(C)C)cc1)CC2 | 73
COc1ccc2sc(N(CCCN3CCOCC3)C(=O)c3cccc([N+](=O)[O-])c3)nc2c1 | 54
CCOc1nc2c(c(-c3ccc(OC)cc3)c1C#N)Cc1ccccc1-2 | 44
COc1ccccc1OCCCn1c(C)nc2ccccc21 | 59

Two entries drawn at random from those above, as already listed:
SMILES | RMI FANCM FP
COc1ccc2sc(N(CCCN3CCOCC3)C(=O)c3cccc([N+](=O)[O-])c3)nc2c1 | 54
Cn1c(=O)c2cc(C(=O)NCCC(c3ccccc3)c3ccccc3)sc2n(C)c1=O | 62
